ERG Ets-DNA blk – blocks human ERG Ets domain binding to DNA; fluorescence polarization, His-ERG Ets domain / labelled DNA; Potency, µM (series often up to 76.9 µM), for inactives: top-dose FP activity, negative = inhibition, most hits filed as inhibitors; 370,000 compounds, 0.028% hits; active = well fitted inhibition curve with a large enough effect in the polarisation, with a control signal flat; inconclusive = small, poorly fitted or top-dose-only effect, or effect the other way, or a change in a side signal; inactive = no such curve, though single readings can be large or run the other way; the % refers to the polarisation;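 note: polarization taken with two DNA probes labelled with fluorescein and Texas red; potency is the fitted concentration of half-maximal effect; % of control where 0% means no effect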
Target sequence (P11308 whole entry, looked up, the tested form may be a part): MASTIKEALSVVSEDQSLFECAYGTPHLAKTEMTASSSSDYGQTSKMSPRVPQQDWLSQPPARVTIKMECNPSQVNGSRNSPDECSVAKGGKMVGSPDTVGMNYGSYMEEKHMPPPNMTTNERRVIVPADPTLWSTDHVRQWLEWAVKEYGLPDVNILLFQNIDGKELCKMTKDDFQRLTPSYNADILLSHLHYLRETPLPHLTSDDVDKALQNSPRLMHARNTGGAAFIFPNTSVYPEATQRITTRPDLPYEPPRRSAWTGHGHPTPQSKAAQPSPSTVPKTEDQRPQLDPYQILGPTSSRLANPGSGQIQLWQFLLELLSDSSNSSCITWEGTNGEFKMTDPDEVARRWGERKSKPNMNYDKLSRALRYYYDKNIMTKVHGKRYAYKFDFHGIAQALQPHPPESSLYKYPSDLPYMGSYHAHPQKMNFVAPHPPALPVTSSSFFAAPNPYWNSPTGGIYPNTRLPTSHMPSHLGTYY
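His-tagged ERG Ets domain (1 uM in the protein solution; 300mM KCl, 50mM Tris-HCl, 1mM EDTA, 1mM DTT, pH 7.5) received compound, then a probe mix of 5 nM fluorescein-DNA and 100nM Texas-615-DNA. Fluorescence polarization was read for both dyes.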
POLB inh – blocks human DNA polymerase beta activity | P06746 | 340,000 compounds, 1.3% hits | Pol beta primer extension/strand displacement, fluorescence kinetic | Potency, µM (doses to about 114 µM), for inactives: at the top dose activity change, negative = inhibition, usual class: inhibitors | AID 485314; note: potency is the fitted concentration of half-maximal effect; % is set by controls: 0 for no effect and ±100 for the full control effect
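10 nM enzyme + cpd, 15 min RT; start with substrate 50 nM final; read 0 min and after 10 min RT. Corrected, normalized data; 4-parameter Hill curve fit.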
12-LOX inh – blocks human arachidonate 12S-lipoxygenase; purified 12hLO, xylenol orange hydroperoxide absorbance; P18054; 580,000 compounds, 1.1% hits; Potency, µM (series often up to 108 µM), for the others: at the top dose activity change, negative = inhibition, actives largely listed as inhibitors; AID 1671190; note: potency is the fitted concentration of half-maximal effect; % is set by controls: 0 for no effect and ±100 for the full control effect
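Hydroperoxide product was detected by ferrous iron/xylenol orange as the 573 to 405 nm absorbance ratio. Arachidonic acid at 40 uM (final) was turned over for 30 min at room temperature by 150 nM human 12hLO, pH 7.0 Hepes buffer, after 15 min compound preincubation.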
RGS4 inhibitor – human RGS4 inhibition; P49798; Transcreener GDP fluorescence polarization, RGS4-accelerated GTP hydrolysis; Potency, µM (series often up to 114 µM), for inactives: top-dose activity change, negative = inhibition, usual class: inhibitors; 390,000 compounds, 0.039% hits; note: potency is the fitted concentration of half-maximal effect; % is set by controls: 0 for no effect and ±100 for the full control effect; nearly all actives have a fitted effect of over 75% in size; some results filed as inactive show a strong effect at the top dose
Target sequence (P49798 whole entry, looked up): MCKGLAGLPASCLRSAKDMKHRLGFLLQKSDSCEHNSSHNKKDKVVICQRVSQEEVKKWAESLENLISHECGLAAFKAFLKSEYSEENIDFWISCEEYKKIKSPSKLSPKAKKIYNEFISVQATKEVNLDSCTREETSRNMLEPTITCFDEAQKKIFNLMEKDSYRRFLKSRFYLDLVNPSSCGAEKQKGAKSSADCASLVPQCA
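MLSMR compounds (23 nl, pin-transferred) preincubated 10 min at room temperature with a 500nM (2x) first reagent, then RGS4 at 900nM (2x) plus Transcreener GDP mix added; fluorescence polarization (620/688 nm) read before and after 90 min at 30 °C.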
POLH inh – DNA polymerase eta (human) inhibition | recombinant Pol eta, fluorescent DNA replication assay | AID 588591 | Potency, µM (titrated, usually from 114 µM), for inactives: at the highest dose activity change, negative = inhibition, hits mostly inhibitors | 390,000 compounds, 1.2% hits; note: potency is the fitted concentration of half-maximal effect; % is set by controls: 0 for no effect and ±100 for the full control effect
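Pol eta at 10 nM preincubated with compounds 15 min at room temperature; reaction started with fluorescent substrate (50 nM final) and read kinetically at 0 and 10 min.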
LDHA inh – blocks human lactate dehydrogenase A; P00338; purified LDHA, NADH/diaphorase-resazurin fluorescence; hits give low values; activity change, % (values are at about 110 or 230 µM); 480,000 compounds, 0.15% hits; in the data active = activity change below about -30%; inconclusive = mostly about -25% to -30%;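 note: plate controls were DMSO wells for no effect and wells without enzyme for full effect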
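LDH5 2 nM; NADH 0.06 mM, pyruvate 0.2 mM; 200 mM Tris pH 7.4, EDTA, Tween-20; 5 min RT. Detection: diaphorase 0.133 mg/mL + resazurin 37 µM, fluorescence ex540/em590 at 0 and 20 min; normalized to enzyme-free and DMSO wells.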
Anesthetic bind – binds horse apoferritin like a general anesthetic. P02791. apoferritin/1-aminoanthracene competitive binding, fluorescence. Potency, µM (series often up to 77.5 µM), for the others: at the highest dose activity change, negative = displacement, hits mostly inhibitors. 350,000 compounds, 0.074% hits; note: potency is the fitted concentration of half-maximal effect; % is set by controls: 0 for no effect and ±100 for the full control effect; nearly all actives have a fitted effect of over 20% in size
Target sequence (P02791 2-175 limits assumed): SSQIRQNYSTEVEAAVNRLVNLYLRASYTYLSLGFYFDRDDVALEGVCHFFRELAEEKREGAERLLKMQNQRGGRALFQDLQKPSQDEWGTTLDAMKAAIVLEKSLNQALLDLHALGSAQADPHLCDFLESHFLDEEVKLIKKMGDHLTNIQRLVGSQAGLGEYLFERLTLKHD
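Probe: 1-aminoanthracene (50% saturated, PBS). Protein: horse-spleen apoferritin, 10 uM. Incubation: 10 min, room temperature. Detection: 380 nm excitation, 535 nm emission. Analysis: normalized response, four-parameter Hill.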
POLK inh – blocks human DNA polymerase kappa activity; purified Pol kappa, fluorescent DNA synthesis assay, 10 min; Potency, µM (top dose mostly 107 µM), for the others: at the highest dose activity, negative = inhibition, actives largely listed as inhibitors; 400,000 compounds, 0.53% hits; note: potency is the fitted concentration of half-maximal effect; % is set by controls: 0 for no effect and ±100 for the full control effect
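Fluorescent qHTS in 1536-well format: enzyme (10 nM) and compound sat 15 min at room temperature before 50 nM substrate (final) was added. Signal taken at 0 and 10 min; no-enzyme buffer wells were negative controls.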
APEX1 inh – blocks human APE1 abasic DNA cleavage; recombinant APE1, TAMRA/BHQ-2 abasic DNA cleavage fluorescence; Potency, µM (top dose mostly 65.8 µM), without a hit: at the highest dose activity change, negative = inhibition, usual class: inhibitors; 350,000 compounds, 0.35% hits; AID 2517;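 note: potency is the fitted concentration of half-maximal effect; plate controls were vehicle for no effect and reference inhibitor for full effect; nearly all actives have a fitted effect of over 55% in size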
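Kinetic fluorescence read (525 ex/598 em nm, three reads 60 s apart) of AP-site incision; signal = third minus first read. Enzyme 0.75 nM, dual-labelled THF duplex 50 nM, compound preincubation 15 min RT.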
* hit, by the source's call; ? = inconclusive; / = no result given; & = joins results of further samples; [ ] = dose if it differs, or a comment. Unless noted, calls come from the whole dose curve; as a rule, active = well fitted curve in the direction sought with a large enough effect; inconclusive = small, poorly fitted or top-dose-only effect, or another doubt; inactive = no such curve, though single readings can be large; an effect the other way counts as inactive or inconclusive. The list is partial, so the mix of outcomes need not match the whole.

cpd	Molecule	APEX1 inh	LDHA inh	POLK inh	POLH inh	ERG Ets-DNA blk	Anesthetic bind	RGS4 inhibitor	12-LOX inh	POLB inh
1	O=C(N=C1SC2CS(=O)(=O)CC2N1Cc1ccc(Cl)cc1)C1CC1 (centres undefined)	32%	-3	8%	-22%	6%	-8%	-7%	-25%	8%
2	CC(C)(C)Cc1nnc(NC(=O)CSc2ccccc2)s1	46%[activator]	-3&-13	-8%	-9%	-1%	?	?	18µM*	?
3	CC(OC(=O)c1ccc([N+](=O)[O-])s1)C(=O)NC1CCCCC1C (centres undefined)	2%	-7	-21%	-18%	8%	/	4%	368%[activator]	/
4	Cc1ccc(CN2CCCn3nc(C(=O)NCc4ccc(OC(C)C)cc4)cc3C2=O)cc1	/	-3	-9%[60.1 µM]	-17%	-3%	-12%	8%	5%	-30%
5	Cc1c(Cl)c([N+](=O)[O-])nn1CC(=O)N1CCN(C23CC4CC(CC(C4)C2)C3)CC1	3%	-2	-5%	-15%	3%	-8%	20%	9%	1%
6	O=C(CCNC(=O)c1ccccc1Cl)NCCC1=CCCCC1	10%	-2	-17%	-13%	5%	/	6%	-28%	/
7	Cc1cccc(NC(=O)CN2CCN(C(=O)CN3C(=O)NC4(CC(C)CC(C)(C)C4)C3=O)CC2)c1C (centres undefined)	/	-1	10%	-15%	0%	/	-5%	20%	/
8	Cc1ccccc1C(=O)c1cccn1CC(=O)NCCN1CCN(c2cccc(C)c2C)CC1	-8%	3	-7%	?	10%	?	-22%	1%	-15%
9	O=C(NCc1ccccc1Cl)c1cnn2cccnc12	1%	-6	-12%	-15%	1%	1%	2%	0%	-8%
10	NC(=O)NC(c1ccccc1)c1ccccc1	2%	-1	-1%	0%	/	-15%	-9%	-3%[57.4 µM]	1%
11	COc1cccc(-c2cc(C(=O)Nc3ccncc3)c3ccccc3n2)c1	14%	-2	-5%	-5%	18%	-12%	-6%	0%	-3%
12	O=C(c1cc2c(s1)-c1ccccc1OC2)N1CCN(c2ccccc2F)CC1	/	0	-3%	-19%	0%	119%[activator]	19%	-16%	8%
13	CN(c1ccc(OCC(=O)OCC(=O)Nc2ccc(OC(F)F)cc2)cc1)S(=O)(=O)c1cccs1	3%	-1	?	?	-10%	/	7%	23%	/
14	CCN(CC)S(=O)(=O)c1cccc(C(=O)Nc2cc(C)cc(C)c2)c1	6%	-1	-13%	-5%	-9%	-18%	-4%[11.4 µM]	0%	15%
15	COc1ccc(CNC(=O)CN2C(=O)NC3(CCCCCC3)C2=O)cc1OC	11%	-3	-8%	-7%	?	-3%	10%	1%	17%
16	COC(=O)c1cc2c(n1S(=O)(=O)c1ccc(C)cc1)C(=O)C(=O)c1[nH]cc(C(=O)OCc3ccccc3)c1-2	/	29	-9%	?	3%	/	-42%	/	/
17	Cc1ccc(NC(=O)c2ccc(NC(=O)N3CCSc4nc(C)cc(C)c43)cc2)c(Cl)c1	/	-10	-9%	2%	3%	-3%	-10%	?	7%
18	CCC1(CC)C(=O)C2=C3C1[C@H](C(=O)OC)C=C(C(=O)OC)C[C@H]3[C@H]1C(=O)N(CC(=O)OC)C(=O)[C@H]1[C@H]2C (some centres undefined)	-4%	4	-19%&-3%	-20%	-9%	0%	-6%&-9%	-20%	/
19	O=C(Nc1ccc2c(c1)OCCO2)c1cc2sccc2n1Cc1ccccc1	-3%	-1	0%	-18%	7%	-2%	-11%	0%	10%
20	O=C(/C=C/c1ccc(Cl)cc1)Nc1ccc(Br)cn1	2%	-6	1%	8%	0%	-2%	10%	0%	2%
21	COC(=O)CC(NC(=O)Nc1ccc(C)cc1)c1cccc([N+](=O)[O-])c1 (centres undefined)	4%	-2	-16%	-9%	-4%	-17%	8%[56.9 µM]	?	2%
22	CCOc1nc(Nc2ccc(OC)cc2)nc(OCC)n1	0%	0	?	20µM*	-7%	-14%	17%	?	1%
23	Cc1ccc(S(=O)(=O)c2c(C)cc(C)[nH]c2=O)cc1	17%	1	1%	6%	-9%	-2%	1%	21%	10%
24	CC(C)CCNC(=O)C(=O)Nc1c2c(nn1-c1ccccc1)CS(=O)(=O)C2	/	-18	-8%[60.1 µM]	5%	3%	14%	12%	-17%	2%
25	CC(C)OP(=O)(OC(C)C)C(NC(=O)c1ccccc1)C(N)=O (centres undefined)	?	-5	-8%	-6%	0%	-2%	9%	-10%	11%
26	CCCn1c(CNc2ccccc2O)nc2ccccc21	-9%	24	-6%	-20%	-1%	-3%	-29%	?	7%
27	Cc1ccn2cc(C(=O)Nc3ccc4c(c3)OCCO4)nc2c1	0%	0	-9%	-9%	/	-21%	-4%	12%	-28%
28	Cc1noc(-c2ccc(-c3noc(-c4ccc(F)cc4)n3)cc2)n1	/	-5	-2%[60.1 µM]	3%	0%	3%	13%	-9%	11%
29	CCOc1ccc(Cc2noc3c2C(=O)CC(C)(C)C3)cc1OCC	10%	-1	-8%	-16%	11%	-17%	-3%	-13%	1%
30	CCN1/C(=C2\C(=O)N(c3ccccc3)N=C2C)C=Cc2cc(C)ccc21	0%	-1	2%	-17%	2%	-2%	-7%	?	90%

The listing continues.
cpd	Molecule	APEX1 inh	LDHA inh	POLK inh	POLH inh	ERG Ets-DNA blk	Anesthetic bind	RGS4 inhibitor	12-LOX inh	POLB inh
31	c1ccc(-c2ccnc3nc(N4CCN(c5ccccc5)CC4)nn23)cc1	-1%	1	-12%	-3%	-4%	?	-36%	-23%	13%
32	Cc1ccsc1C(=O)N1CCC(CO)(Cc2ccccc2)CC1	4%	-8	3%	0%	8%	-5%	17%	1%	-8%
33	O=C(Nc1c2c(nc3ccccc13)CCCC2)c1ccccc1Br	-3%	-5	-6%	-16%	11%	3%	-10%	0%	5%
34	O=C(O)c1ccc2c(c1)C(=O)N(c1ccc(OCc3ccccc3)cc1)C2=O	33%	-5	-14%	-2%	11%	-8%	43%	-1%	?
35	Nc1nc2c3ccccc3nc(C3CC3)n2n1	0%	0	-1%	-10%	11%	-5%	7%	10%	2%
36	O=c1nc2n(c3c4c(sc13)CCC4)CCC2	10%	-2	-9%	-9%	0%	-5%	3%[56.9 µM]	0%	-21%
37	CC(C)CN(C(=O)COC(=O)Cc1c[nH]c2ccccc12)c1c(N)n(Cc2ccccc2)c(=O)[nH]c1=O	-17%	-8	-20%	-4%	6%	/	-28%	-1%	/
38	COc1ccccc1CNc1cc(C)ccn1	39%	-3	3%	-4%	8%	?	36%	-9%	-5%
39	COc1ccc(-c2cc(OC(=O)c3ccccc3C)c3c(C)oc(C)c3c(=O)c2)cc1	/	3	?	-12%	-4%	7%	?	-27%	18%
40	O=C(COc1ccc(/C=N/NC(=O)c2ccncc2)cc1)Nc1ccccc1	-32%	-9	-7%	-12%	1%	5%	-1%	-19%	?
41	CCn1c(=O)ccc2cc([N+](=O)[O-])ccc21	0%	-5	-5%	-3%	6%	-7%	25%	1%	-13%
42	O=C(Nc1c(Cl)cc(Cl)cc1C(=O)NCc1cccnc1)c1ccc(Cl)cc1Cl	-1%	-5	2%	?	-3%	-12%	-3%	-5%	4%
43	CC(C)(C)c1ccc(OCc2ccc(C(=O)N3CCOCC3)o2)cc1	4%	6	-15%	-11%	-1%	-22%	-5%	6%	?
44	Brc1ccc(OCc2nnc3n2CCC3)cc1	1%	-8	2%	5%	-3%	-7%	9%	-13%	8%
45	S=C(NCCN1CCOCC1)Nc1ccc(Cl)cc1	-3%	-5	-3%	-2%	8%	-1%	18%	-6%	14%

An excerpt from above in order of heavy-atom count, highest first:
cpd	Molecule	APEX1 inh	LDHA inh	POLK inh	POLH inh	ERG Ets-DNA blk	Anesthetic bind	RGS4 inhibitor	12-LOX inh	POLB inh
37	CC(C)CN(C(=O)COC(=O)Cc1c[nH]c2ccccc12)c1c(N)n(Cc2ccccc2)c(=O)[nH]c1=O	-17%	-8	-20%	-4%	6%	/	-28%	-1%	/
39	COc1ccc(-c2cc(OC(=O)c3ccccc3C)c3c(C)oc(C)c3c(=O)c2)cc1	/	3	?	-12%	-4%	7%	?	-27%	18%
42	O=C(Nc1c(Cl)cc(Cl)cc1C(=O)NCc1cccnc1)c1ccc(Cl)cc1Cl	-1%	-5	2%	?	-3%	-12%	-3%	-5%	4%
40	O=C(COc1ccc(/C=N/NC(=O)c2ccncc2)cc1)Nc1ccccc1	-32%	-9	-7%	-12%	1%	5%	-1%	-19%	?
31	c1ccc(-c2ccnc3nc(N4CCN(c5ccccc5)CC4)nn23)cc1	-1%	1	-12%	-3%	-4%	?	-36%	-23%	13%
43	CC(C)(C)c1ccc(OCc2ccc(C(=O)N3CCOCC3)o2)cc1	4%	6	-15%	-11%	-1%	-22%	-5%	6%	?
45	S=C(NCCN1CCOCC1)Nc1ccc(Cl)cc1	-3%	-5	-3%	-2%	8%	-1%	18%	-6%	14%
35	Nc1nc2c3ccccc3nc(C3CC3)n2n1	0%	0	-1%	-10%	11%	-5%	7%	10%	2%
41	CCn1c(=O)ccc2cc([N+](=O)[O-])ccc21	0%	-5	-5%	-3%	6%	-7%	25%	1%	-13%

Compound activity (PubChem BioAssay)
